# Nrf2 block: inhibitors of Nrf2 signaling. 2.1% of 360,000 active. A549 ARE-Fluc reporter, luciferase luminescence, 18-24 h. AID 504444. Potency, µM (titrated, usually from 46 µM), for the others: at the top dose activity change, negative = inhibition, hits mostly inhibitors; also: potency is read from the fitted curve at half-maximal effect; % is scaled to controls: 0 for no effect and ±100 for the full control effect; nearly all actives have a fitted effect of over 60% in size
#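 A549 ARE_Fluc cells (5000/well, 5% FBS OPTI-MEM) pre-incubated 2 h, then treated with compounds 18-24 h at 37C/5% CO2 in concentration-response. CellTiter-Fluor viability read first; BugLite luciferase luminescence after 15 min at room temperature gives Nrf2 activity.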
# EPAC2 ag: activates human EPAC2 exchange factor; Q8WZA2; EPAC2 activation, biochemical qHTS; response scale: 100% = 6.5 mM cAMP response; 0.079% of 360,000 active; Potency, µM (doses to about 154 µM), without a hit: top-dose activation, most hits filed as activators; also: potency is read from the fitted curve at half-maximal effect; nearly all actives have a fitted effect of over 50% in size
# Target sequence (Q8WZA2 whole entry, looked up): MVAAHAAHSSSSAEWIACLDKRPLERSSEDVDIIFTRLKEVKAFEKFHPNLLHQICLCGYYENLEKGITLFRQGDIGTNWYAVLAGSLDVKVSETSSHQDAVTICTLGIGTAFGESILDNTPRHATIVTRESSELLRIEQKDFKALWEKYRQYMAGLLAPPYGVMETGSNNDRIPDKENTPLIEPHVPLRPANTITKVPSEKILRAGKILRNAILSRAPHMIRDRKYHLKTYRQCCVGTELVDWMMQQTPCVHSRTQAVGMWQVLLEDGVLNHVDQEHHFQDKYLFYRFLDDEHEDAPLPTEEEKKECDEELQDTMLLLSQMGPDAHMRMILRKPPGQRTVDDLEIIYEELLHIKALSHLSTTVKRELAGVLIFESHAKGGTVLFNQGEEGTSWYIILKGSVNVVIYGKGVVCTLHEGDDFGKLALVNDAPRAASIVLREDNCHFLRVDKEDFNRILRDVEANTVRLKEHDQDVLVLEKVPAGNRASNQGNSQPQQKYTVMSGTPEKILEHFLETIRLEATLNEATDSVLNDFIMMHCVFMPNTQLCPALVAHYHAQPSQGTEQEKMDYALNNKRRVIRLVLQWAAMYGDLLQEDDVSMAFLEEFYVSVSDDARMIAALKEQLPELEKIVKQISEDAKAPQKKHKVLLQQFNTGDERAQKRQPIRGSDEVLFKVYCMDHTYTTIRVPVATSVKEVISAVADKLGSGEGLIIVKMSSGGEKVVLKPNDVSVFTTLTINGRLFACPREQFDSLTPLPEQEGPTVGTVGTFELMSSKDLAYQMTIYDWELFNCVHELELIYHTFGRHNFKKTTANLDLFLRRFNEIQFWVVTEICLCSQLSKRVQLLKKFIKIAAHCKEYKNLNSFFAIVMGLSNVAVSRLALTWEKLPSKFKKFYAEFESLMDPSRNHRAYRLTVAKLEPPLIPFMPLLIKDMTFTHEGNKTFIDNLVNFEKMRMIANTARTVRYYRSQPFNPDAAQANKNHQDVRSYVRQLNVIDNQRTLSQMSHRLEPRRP
#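 EPAC2 (100 nM) mixed with Rap1B loaded with BODIPY-GDP (250 nM) plus 50 uM unlabeled GDP; compounds pinned in, 5 min RT, then read every 5 min for 30 min (ex 480, em 540 nm). Normalized to cAMP control.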
# Mm-Cpn inhibitor: inhibitors of Methanococcus maripaludis chaperonin (MmCpn); purified Mm-Cpn ATPase, ADP Transcreener TR-FRET; Potency, µM (doses to about 76.9 µM), for the others: at the top dose activity, negative = inhibition, usual class: inhibitors; 0.031% of 330,000 active; AID 504842; also: potency is read from the fitted curve at half-maximal effect; % is scaled to controls: 0 for no effect and ±100 for the full control effect; nearly all actives have a fitted effect of over 80% in size
#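 Reaction buffer contained 30 mM Tris pH 7.4, 100 mM KCl, 5 mM MgCl2 and 1 mM DTT. Mm-CPN (25 nM final) hydrolysed 10 uM ATP over 30 min at 37°C; ADP was read by HTRF.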
# Akt phos inh: inhibitors of Akt phosphorylation; activity change, % for hits at 50 µM; AID 651550; Neuro2A IGF-stimulated pAkt S473 HTRF, 20 min; hits give low values; 0.32% of 360,000 active; in the data active = activity change below about -80%; inconclusive = mostly about -51% to -80%; also: % is scaled to controls: 0 for no effect and ±100 for the full control effect
#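 Neuro2A cells in DMEM with 0.5% FBS, overnight at 37 deg C, given compound at single 50 µM final, then IGF (6 nM final) for 20 min at 37 deg C. Lysed; phospho-Akt Ser473 by HTRF after 24 h, 665/615 ratio.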
# Nrf2 ARE act: activators of Nrf2 (ARE) signaling; AREc32 ARE-luciferase reporter (MCF7-derived line), luminescence, 24 h; Potency, µM (doses to about 46.1 µM), inactives show at the top dose activation, actives largely listed as activators; 0.31% of 410,000 active; also: potency is read from the fitted curve at half-maximal effect; % of control where 0% means no effect; nearly all actives have a fitted effect of over 65% in size
#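 For detection, Steady-Glo was added and plates sat 30 min at RT; before that, AREc32_Fluc cells grown overnight in OPTI-MEM/5% FBS had been treated with 23 nL compound for 24 hr at 37 deg C.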
# A549 tox: kills or reduces viability of A549 cells in Nrf2 counter-screen. A549 ARE-Fluc cells, CellTiter-Fluor viability, 18-24 h. Potency, µM (titrated, usually from 46 µM), without a hit: at the top dose activity change, negative = cytotoxicity, most hits filed as inhibitors. 0.16% of 390,000 active. AID 504648; also: potency is read from the fitted curve at half-maximal effect; % is scaled to controls: 0 for no effect and ±100 for the full control effect
#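 A549 ARE_Fluc cells in 5% FBS OPTI-MEM were exposed to compounds in concentration-response for 18-24 h at 37 deg C. Viability was read by CellTiter-Fluor fluorescence (Ex 405/Em 525) after 30 min, before the luciferase read.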
# EPAC2 antagonist: blocks human EPAC2 exchange factor | EPAC2 GEF exchange of Rap1B-BODIPY-GDP, fluorescence | Potency, µM (top dose mostly 114 µM), inactives show at the top dose activity, negative = inhibition, most hits filed as inhibitors | 0.18% of 360,000 active; also: potency is read from the fitted curve at half-maximal effect; % is scaled to controls: 0 for no effect and ±100 for the full control effect; nearly all actives have a fitted effect of over 45% in size; many of its hits are not listed in these tables
# CCT chaperon mod: changes cytosolic chaperonin activity; purified chaperonin ATPase assay, HTRF ADP detection, 30 min; 0.3% of 360,000 active; AID 651819; activity change, % (test concentration not listed), hits read low; in the data active = activity change below about -30%; also: % is scaled to controls: 0 for no effect and ±100 for the full control effect
#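 Nucleotide hydrolysis assay: TRiC at 20–40 nM final (set by batch activity) with 10 uM ATP, 30 min at 37 °C, in presence of 76 uM compound. Detection by competitive ADP HTRF, 30 min ambient.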
# TGFb SMAD3 inh: blocks TGF-b signaling. AID 588855. Potency, µM (doses to about 46.1 µM), without a hit: at the highest dose activity, negative = inhibition, hits mostly inhibitors. 1.2% of 410,000 active. HepG2 CAGA-GFP TGF-b/SMAD3 reporter, GFP fluorescence, 18 h; TGF-beta stimulated, 500 pg/mL final; also: potency is read from the fitted curve at half-maximal effect; % is scaled to controls: 0 for no effect and ±100 for the full control effect; nearly all actives have a fitted effect of over 65% in size
#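 Using HEPG2 CAGA-GFP reporter cells at 1000 cells/well, we pinned test compounds, stimulated with recombinant TGF-beta (500 pg/mL final) and measured total well GFP after 18 h.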
# Numbers without * were called inactive; i = inactive; u = inconclusive; x = not tested or not shown. Unless noted, calls follow the shape of the dose curve; as a rule, active = well fitted curve in the direction sought with a large enough effect; inconclusive = small, poorly fitted or top-dose-only effect, or another doubt; inactive = no such curve, though single readings can be large; an effect the other way counts as inactive or inconclusive. These rows are one share of the data. The share of hits here may be higher or lower than overall.
# Results follow in this order: EPAC2 ag, A549 tox, Nrf2 ARE act, CCT chaperon mod, Mm-Cpn inhibitor, Akt phos inh, EPAC2 antagonist, TGFb SMAD3 inh, Nrf2 block
> CCOC(=O)c1ccc(N2C(=O)c3n[nH]c(-c4ccco4)c3C2c2ccc(O)c(OCC)c2)cc1 (stereo not given)
    x, 13%, -3.3%, x, x, x, x, 16µM*, u
> CC(C)C[C@H]1CNC(=O)C(=O)N1CC1CCN(CCC(C)c2ccccc2)CC1 (stereo not given in full)
    13%, x, 0.0%, -1.1, x, i, 6%, -13%, x
> CCCn1nc2cc(C(=O)NCc3ccc(C)cc3)ccc2c1OCC
    6%, -1%, -1.3%, -1.3, 0%, i, 3%, -2%, -11%
> O=C(/C=C/c1ccc([N+](=O)[O-])cc1)Nc1cccc(C(=O)Nc2ccccc2C(=O)O)c1
    -3%, 3%, 0.1%, -0.7, -8%, i, 21%, -2%, -22%
> CCc1ccccc1NC(=O)CC1SCCNC1=O (stereo not given)
    10%, 1%, 0.2%, -5.8, -3%, i, -2%, -5%, 0%
> CCCOC(=O)c1ccc2c(c1)C(=O)N(c1ccccc1)C2=O
    9%, -3%, 0.4%, -0.3, 2%, i, 0%, 0%, 6%
> CC(C)Oc1ccc(C(=O)Nc2ccc(S(=O)(=O)N3CCN(C)CC3)cc2)cc1
    9%, 1%, 0.5%, 0.6, -2%, i, -3%, u, u
> CCOC(=O)c1cccc(NC(=O)c2cc(C)nc3c2c(C)nn3-c2ccc(C)cc2)c1
    x, -1%, 5.2%, x, x, x, x, -22%, u
> O=S(=O)(Nc1ncccn1)c1ccc(NS(=O)(=O)c2cc(Cl)ccc2Cl)cc1
    -3%, -7%, 0.7%, 0.7, 0%, i, -8%, 18%, 2%
> Cc1cccn2c(=O)c3cc(C(=O)N4CCOCC4)n(C)c3nc12
    -4%, -4%, -0.7%, -2.8, -2%, i, -2%, -3%, 1%
> O=C1NC(=O)/C(=C/c2ccc(OS(=O)(=O)c3ccc(F)cc3F)cc2)N1
    5%, 1%, 0.2%, -1.5, 1%, i, -4%, 2%, 26%
> COCCCNC(=O)c1ccc(CS(=O)(=O)c2ccc(Br)cc2)o1
    10%, 2%, -1.1%, -0.2, 0%, i, 7%, 6%, -5%
> O=C(NCC1CCCO1)c1ccc2c3n(nc2c1)-c1ccccc1CO3 (stereo not given)
    3%, -6%, 0.0%, -0.7, 0%, i, 10%, 12%, 10%
> CC(C)CC1(C)NC(=O)N(CCN2C(=O)c3ccccc3C2=O)C1=O (stereo not given)
    -6%, 2%, 0.3%, -0.6, 0%, i, 17%, 15%, 11%
> CC1(C(=O)NS(=O)(=O)c2ccc(C#N)cc2)CCN1C(=O)c1cccc(F)c1 (stereo not given)
    7%, x, 0.2%, -1.5, x, x, -6%, 3%, x
> Cc1cc(NC(=O)COC(=O)C2CCN(S(=O)(=O)c3c(Cl)cccc3Cl)CC2)no1
    14%, -1%, -0.7%, -2.1, 4%, i, 10%, 4%, 5%
> CCOc1ccc(NC(=O)Cn2ccn(-c3ccc(F)c(F)c3)c(=O)c2=O)cc1
    x, u, 2.9%, x, x, x, x, 8%, u
> COc1cccc(CNC(=O)C2CCN(S(=O)(=O)N3CCCCC3)CC2)c1
    8%, -3%, -0.4%, -1.8, -6%, i, 4%, -1%, 7%
> CCc1cccc(C)c1NC(=O)C1CCN(C(=O)c2ccc([N+](=O)[O-])cc2)CC1
    7%, -2%, -0.3%, -4.8, -10%, i, 2%, 0%, u
> Cc1cc(=O)oc2cc(NC(=O)c3cccc(Br)c3)ccc12
    -3%, -4%, 3.0%, -7.0, 0%, i, 0%, 4%, 6%
> COc1cccc(C(CNC(=O)C(c2ccccc2)c2ccccc2)N(C)C)c1 (stereo not given)
    5%, 1%, 0.9%, -0.1, 3%, i, -2%, -2%, 7%
> CCOc1ccc(NC(=O)c2ccccc2C(=O)c2ccccc2)cc1OCC
    -10%, -1%, 0.1%, -0.1, 1%, i, u, -10%, 2%
> COC(=O)C1=C(C)N(Cc2ccccc2)C(=O)N[C@H]1c1cccs1
    3%, 1%, 2.3%, 0.7, 2%, i, -6%, -25%, -3%
> Cc1ccc(-c2nc(-c3ccncc3)no2)cc1Cl
    2%, -2%, 2.7%, -4.5, 0%, i, -2%, 4%, u
> Cc1ccc(S(=O)(=O)N(C)Cc2cc3cc(C)ccc3[nH]c2=O)cc1
    -6%, 1%, -0.7%, -2.4, -1%, i, 0%, 10%, 0%
> Cc1[nH]nc(SCC(=O)Nc2ccc(C#N)cc2)c1[N+](=O)[O-]
    5%, 0%, 0.0%, 1.4, -1%, i, 7%, -3%, 26%
> COc1cccc(C(O)c2nc3ccccc3n2C(C)C)c1OC (stereo not given)
    10%, u, 2.3%, -1.2, 1%, i, -13%, 0%, u
> CC(=O)c1ccc(S(=O)(=O)Nc2cc3c(cc2C(C)=O)OCO3)cc1
    14%, -3%, -0.8%, -1.3, -3%, i, -1%, 1%, 10%
> O=C(O)CC1S/C(=N/N=C/c2ccc(-c3ccccc3[N+](=O)[O-])o2)NC1=O (stereo not given)
    -2%, x, 5.3%, -0.4, 0%, i, -2%, -9%, -28%
> CC(=O)c1c(O)c2ccccc2n(C)c1=O
    -3%, -11%, 0.0%, 2.6, -5%, i, 20%, 11%, 2%

# The list goes on:
# Results follow in this order: EPAC2 ag, A549 tox, Nrf2 ARE act, CCT chaperon mod, Mm-Cpn inhibitor, Akt phos inh, EPAC2 antagonist, TGFb SMAD3 inh, Nrf2 block
> O=C(c1cccc(F)c1)N1CCN(c2cccc(Cl)c2)CC1
    -1%, -6%, -0.7%, -0.8, -1%, i, -2%, -4%, -6%
> O=C(N/N=C/c1ccco1)C1CC1
    1%, 6%, -0.3%, -2.0, 2%, i, -5%, 0%, -14%
> Cc1cc(C(=O)COC(=O)CNC(=O)c2ccco2)c(C)n1Cc1ccco1
    1%, 1%, 2.0%, 0.1, u, i, -2%, 6%, 0%
> CC1=Nc2ccc(C)cc2/C1=C/c1c(N)n2c(S(=O)(=O)C(C)C)nsc2nc1=O
    -11%, -23%, -0.2%, -1.7, 2%, i, -5%, 2%, 4%
> O=C(Nc1ccccc1C(F)(F)F)N1CCCC1c1cccnc1 (stereo not given)
    10%, 3%, 0.7%, -0.3, 0%, i, 0%, 10%, 2%
> COc1ccc(C(C)(O)c2nc(-c3ccc(OC)nc3)cs2)cc1 (stereo not given)
    11%, x, 4.7%, -2.4, x, i, 12%, -2%, x
> Cc1cccn2c(=O)c3cc(C(=O)NCCN4CCOCC4)c(=N)n(Cc4ccc(F)cc4)c3nc12
    -6%, u, -0.7%, -0.2, 1%, i, -6%, 0%, 16µM*
> CN(C)S(=O)(=O)c1ccc(S(=O)(=O)N(Cc2ccco2)Cc2ccccc2Cl)cc1
    10%, -5%, 0.3%, 2.2, 0%, i, 1%, -6%, 2%
> CCOc1ccc(CN(C)C(=O)c2cccnc2SC)cc1OC
    4%, 1%, -0.5%, -1.1, 2%, i, 0%, 14%, 1%
> CSc1nc(-c2ccco2)cc(C(F)(F)F)c1C#N
    5%, 8%, 16%, -2.5, 0%, i, -2%, 8%, 16%
> Cc1ccc(NC(=O)CCOc2ccccc2)c(C)c1
    3%, 7%, 10%, 1.5, 2%, i, -22%, -2%, u
> CC(=O)/C(C#N)=C1\NC(=O)C(Cc2ccc(C)c(Cl)c2)S1 (stereo not given)
    -5%, -2%, 8.0%, 0.6, 2%, i, u, -13%, u
> CCC(=O)Nc1ccccc1-c1nc2ccccc2n(CC(=O)c2ccc(Cl)cc2)c1=O
    x, 2%, 0.1%, x, x, x, x, -22%, 4%
> CC1(C)C(=O)C2(CCCCC2)C(=O)OC1c1ccc(O)cc1 (stereo not given)
    7%, 1%, -1.0%, 1.0, 0%, i, -3%, 24%, x
> O=C(Nc1nnc(COc2ccc(F)cc2)s1)c1ccco1
    4%, 3%, 4.0%, -1.5, 0%, i, -13%, -18%, -3%
> O=C(Nc1ccc2oc(-c3ccc4ccccc4c3)nc2c1)c1ccccc1F
    x, 4%, -0.3%, x, x, x, x, 5%, 19%
> CCOC(=O)c1sc(Nc2ccc(C)cc2C)nc1C
    -3%, -7%, 2.3%, -2.6, 0%, i, -11%, 9%, u
> Cc1ccc(CNC(=O)c2ccc(Cl)cc2[N+](=O)[O-])cc1
    4%, -21%, -0.9%, -2.3, 1%, i, -2%, -23%, 9%
> CCCn1c(=O)c2sccc2n2c(CCCC(=O)Nc3ccc(C)c(F)c3)nnc12
    x, 0%, -0.8%, x, x, x, x, -17%, -29%
> COc1ccc(-c2noc(Cc3ccc(Cl)cc3)n2)cc1OC
    20%, 20%, 3.5%, -0.5, -5%, i, 6%, -21%, -4%
> COC(=O)c1sc(=S)n(-c2cc(F)ccc2F)c1N
    -3%, 1%, -0.3%, 0.8, 0%, i, 3%, -9%, x
> CC(=O)Nc1c(Cl)c2c(c(Cl)c1Br)-c1ccc(Cl)cc1C2
    -4%, 2%, 12%, -9.1, x, i, -2%, -9%, 18%
> Cc1cccc(NC(=O)C2(C)Cc3ccccc3C(=O)O2)c1 (stereo not given)
    x, 3%, 0.0%, x, x, x, x, 0%, 21%
> Cc1cccc(NC(=O)C2(c3ccccc3)CC2(Cl)Cl)c1 (stereo not given)
    10%, -8%, -0.8%, -0.2, 1%, i, -6%, 0%, 6%
> Cc1cccn2cc(CSc3nnc(Nc4ccc(C(C)C)cc4)s3)nc12
    3%, 0%, 0.4%, -2.8, -14%, i, -18%, u, 3%
> O=C1c2[nH]nc(-c3ccccc3O)c2C(c2ccc(Cl)cc2)N1CCc1ccccc1 (stereo not given)
    x, u, -6.2%, x, x, x, x, 20µM*, u

# High-throughput results as filed in PubChem.
